# High-throughput results (PubChem)
# CTSL1 counter – cathepsin L1 inhibition, PFM18AAP counter-screen. inhibition, % at 5.96 µM. 300,000 compounds, 0.49% hits. recombinant F. hepatica cathepsin L1, Z-Leu-Arg-MCA fluorescence;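 active means inhibition above the mean of all tested compounds plus 3 SD, set per screening campaign, cut at about 17% in these data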;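 further: 0% = plate median of test compound wells and 100% = 1 µM Z-Phe-Ala-diazomethylketone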
# procasp3 activ – activators of human procaspase-3. 330,000 compounds, 0.11% hits. recombinant procaspase-3 D3A, Ac-DEVD-pNA absorbance 405 nm. AID 463141. activation, % at 8.5 µM;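 active means activation above the mean of all tested compounds plus 3 SD, cut at about 21% in these data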;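 further: 0% = DMSO alone and 100% = DMSO wells spiked with extra 5 µM PC-3 D3A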
#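 Assay system – Procaspase-3 D3A mutant · Benchmarks – DMSO low control, extra-enzyme high control · Technique – 405 nm absorbance of p-nitroaniline, reads at 0 and 120 min · Doses – 8.5 µM nominal · Measure – % activation between DMSO and enzyme-spiked controls · Also added – Ac-DEVD-pNA chromogenic peptide substrate · Schedule – 1 h compound preincubation, 2 h substrate hydrolysis at 25 °C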
# PP5 inh – inhibitors of human protein phosphatase 5 (PP5); inhibition, % at 6.7 µM; AID 1987; purified PP5c, OMFP substrate fluorescence; P53041; 320,000 compounds, 0.18% hits;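 active means inhibition above the campaign's mean inhibition across all tested compounds plus 3 SD, cut at about 9.5% in these data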;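 further: 0% = DMSO only and 100% = 100 µM cantharidin control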
# proCasp7 act – counter-screen for procaspase-3 activators: activators of human procaspase-7; P55210; recombinant procaspase-7, Ac-DEVD-pNA absorbance 405 nm; D23A/D198A/D206A triple mutant, cannot self-cleave; scale: DMSO 0, 5 µM enzyme 100; activation, % at 8.5 µM; 330,000 compounds, 0.093% hits; AID 463210;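 active means percent activation above the screen-wide mean plus 3 SD, cut at about 25% in these data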
# Target sequence (P55210 whole entry D23A/D198A/D206A): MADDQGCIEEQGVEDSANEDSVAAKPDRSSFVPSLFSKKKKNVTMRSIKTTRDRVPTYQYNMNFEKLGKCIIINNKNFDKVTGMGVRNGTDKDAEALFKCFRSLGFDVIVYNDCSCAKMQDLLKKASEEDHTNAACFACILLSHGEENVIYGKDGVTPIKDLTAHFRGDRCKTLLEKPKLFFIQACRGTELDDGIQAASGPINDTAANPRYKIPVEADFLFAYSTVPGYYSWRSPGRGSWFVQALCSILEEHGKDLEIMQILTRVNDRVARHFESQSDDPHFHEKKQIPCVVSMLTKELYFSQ
#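 Assay system – Uncleavable procaspase-7 mutant enzyme · Quantity – 2 µM procaspase-7 mutant as dispensed · Times – 1 h preincubation, 2 h reaction · Dosing – single nominal 8.5 µM compound dose, 0.8% DMSO final · Buffer or medium – Zinc-free 50 mM HEPES buffer, pH 7.4, with NaCl and Triton X-100 · Detection – Epi-absorbance of released pNA at 405 nm, two timepoints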
# GASC-1 inh – blocks human GASC-1 demethylase activity; Q9H3R0; GST-JMJD2C(1-420) H3K9me3 demethylation, DELFIA europium; inhibition, % at 2.35 µM; 330,000 compounds, 0.069% hits;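 active means more than half of a compound's replicate wells show inhibition beyond 50%, single wells judged on their own value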;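 further: signal counts dimethyl H3K9 product captured on neutravidin plate; 0% = median of DMSO wells and 100% = 0.3 times that DMSO median; strong numbers were not always called active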
# Target sequence (Q9H3R0 1-420 limits assumed): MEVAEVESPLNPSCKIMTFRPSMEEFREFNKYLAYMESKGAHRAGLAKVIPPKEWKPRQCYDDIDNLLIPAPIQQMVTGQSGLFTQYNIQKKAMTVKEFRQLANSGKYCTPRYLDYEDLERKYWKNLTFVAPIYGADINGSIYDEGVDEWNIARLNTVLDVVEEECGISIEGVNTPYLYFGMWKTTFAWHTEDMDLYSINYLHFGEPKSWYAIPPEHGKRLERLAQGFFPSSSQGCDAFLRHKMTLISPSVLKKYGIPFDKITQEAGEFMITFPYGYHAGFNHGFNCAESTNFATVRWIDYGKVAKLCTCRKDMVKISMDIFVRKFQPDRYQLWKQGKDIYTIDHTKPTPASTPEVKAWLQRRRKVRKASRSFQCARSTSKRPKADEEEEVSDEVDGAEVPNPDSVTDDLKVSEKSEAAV
# GRK2 inh – blocks RNA aptamer binding to human GRK2; P25098; bead flow cytometry, FAM-aptamer displacement from GRK2; inhibition of aptamer binding, % at 10 µM; 330,000 compounds, 0.59% hits;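 active means inhibition of aptamer binding above 40%, roughly 3 SD of noise, on plates passing a quality check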;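 further: median bead fluorescence of bound FAM aptamer so fluorescent compounds give negative values; no value below 0 was filed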
# VLA-4 inh – inhibition in a human VLA-4 binding assay; 330,000 compounds, 0.2% hits; P13612; inhibition, % (about 7 µM as worked out from the volumes in the protocol); VLA-4 expressing cells, ligand binding flow cytometry; in the data active means inhibition above about 50%
# core dimer inh – HCV core protein dimerization inhibition | TR-FRET GST/Flag-core106 dimerization, 1536-well | inhibition, % at 5 µM | 300,000 compounds, 0.33% hits;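 active means inhibition above the mean of all tested compounds plus 3 SD, set per screening campaign, cut at about 45% in these data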
#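 test system = GST/Flag-tagged HCV core106 proteins | probe or stimulus = Eu donor and XL665 acceptor anti-tag antibodies | times = compound-protein-antibody incubation 4 h at 22.5 °C | signal = TR-FRET, excitation 340 nm, emission 617 and 671 nm | measure = percent inhibition of core106 dimerization signal | controls = wells lacking GST-core106 and wells with excess unlabelled core106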
# PP1 inh – blocks human PP1-alpha phosphatase, a PP5 counter-screen; P62136; purified PP1alpha, OMFP fluorescence; inhibition, % at 6.7 µM; 320,000 compounds, 0.9% hits; AID 2235;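 active means inhibition above the mean inhibition of all tested compounds plus 3 SD, computed separately for each screening campaign, cut at about 15% in these data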
# Target sequence (P62136 whole entry, looked up): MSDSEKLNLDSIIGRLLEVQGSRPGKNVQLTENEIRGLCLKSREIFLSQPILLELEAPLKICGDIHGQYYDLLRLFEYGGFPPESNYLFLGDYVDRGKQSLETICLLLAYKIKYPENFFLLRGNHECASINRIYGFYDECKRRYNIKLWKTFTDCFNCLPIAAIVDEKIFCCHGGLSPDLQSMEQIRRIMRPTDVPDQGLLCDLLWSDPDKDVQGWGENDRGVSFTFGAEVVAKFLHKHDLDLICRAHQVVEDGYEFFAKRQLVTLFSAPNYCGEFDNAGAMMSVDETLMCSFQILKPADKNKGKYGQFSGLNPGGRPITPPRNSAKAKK
# Starred values were filed as active, the others as inactive; . = not tested or not shown.
item	Molecule	CTSL1 counter	procasp3 activ	PP5 inh	proCasp7 act	GASC-1 inh
1	CCc1ccc(NC(=O)C2=CC(c3ccc(OC)cc3)=NS(=O)(=O)N2C)cc1	-0.3	5.6	1.0	6.7	2.1
2	Cc1ccc(NC(=O)COC(=O)CCc2nc3ccccc3n2-c2ccccc2)c(C)c1	-43.4	-1.6	-0.6	8.2	-18.2
3	CCCNC(=O)NC(=O)COc1ccc(-c2ccc(C#N)cc2)cc1	-2.3	1.4	-2.7	6.6	-39.5
4	Cc1cccc(Oc2nc(-c3cccc([N+](=O)[O-])c3)nc3ccccc23)c1C	-2.4	-1.7	1.2	-2.3	-1.7
5	O=C1N/C(=N\N=C\c2cccs2)SC1Cc1ccc(Cl)cc1 (centres undefined)	3.9	-1.7	-0.6	6.8	-3.0
6	C[C@@]12C(=O)Nc3ccc(Br)cc3C(=O)N1[C@H]1c3cc(Br)ccc3OC[C@@H]1[C@@H]2c1ccccc1	-1.9	-1.4	5.0	-9.4	15.1
7	CC1CC(OCC(O)CN2CCN(Cc3ccccc3)CC2)CC(C)(C)C1 (centres undefined)	-3.5	3.4	2.8	7.4	2.9
8	Cc1nc(C(F)(F)F)c(C(=O)NC(=O)Nc2ccc(OC(F)(F)F)cc2)s1	1.9	1.5	6.9	6.5	7.8

item	GRK2 inh	VLA-4 inh	core dimer inh	PP1 inh
1	1.0	0.1	16.9	2.4
2	1.0	1.0	3.7	-2.9
3	5.0	8.6	5.0	0.5
4	2.0	-19.9	3.9	-1.0
5	3.0	-14.9	14.9	-1.2
6	0.0	-1.7	11.4	7.0
7	4.0	0.7	-6.8	0.8
8	10.0	-0.8	-4.4	3.7

# The listing continues:
item	Molecule	CTSL1 counter	procasp3 activ	PP5 inh	proCasp7 act	GASC-1 inh
9	O=C(C1CCN(S(=O)(=O)c2cccc3cccnc23)CC1)N1CCCC1	-1.6	2.1	0.5	2.2	1.8
10	C=CCn1c(=O)c2c(nc3n2CCS3)n(C)c1=O	1.1	9.3	-1.0	-2.7	28.6
11	CCC(NC(=O)NCc1ccccc1)(C(F)(F)F)C(F)(F)F	-1.1	-0.8	2.6	-5.9	-5.2
12	COC(=O)C1=Cc2cc(OC)cc([N+](=O)[O-])c2OC1N1CCOCC1 (centres undefined)	0.9	-5.0	1.1	-2.0	10.5
13	CCc1cc(-c2n[nH]c(=S)n2Cc2ccccc2)cs1	2.4	-19.8	-1.2	-36.7	19.7
14	Cc1ccc(NC(=O)c2cc(=O)c3ccccc3o2)cc1S(=O)(=O)N1CCOCC1	1.0	-0.7	0.4	-2.0	3.4
15	CN1CCN(S(=O)(=O)c2cccc(C(=O)NCc3ccccc3Cl)c2)CC1	-3.7	5.9	-1.3	-7.8	-14.0
16	Cc1ccc(/C=C2\SC(=S)N(CCC(=O)NNC(=O)c3cccc(O)c3)C2=O)cc1	1.4	3.8	-0.1	-6.8	-3.8

item	GRK2 inh	VLA-4 inh	core dimer inh	PP1 inh
9	0.0	16.5	-0.6	-3.2
10	0.0	2.5	-1.7	-1.2
11	0.0	-13.9	-12.5	0.7
12	2.0	-8.7	-0.6	-2.0
13	0.0	.	-1.7	-2.1
14	0.0	2.3	0.8	-2.4
15	4.0	8.3	2.1	-4.5
16	0.0	-3.5	21.7	4.3

# (continued)
item	Molecule	CTSL1 counter	procasp3 activ	PP5 inh	proCasp7 act	GASC-1 inh
17	Cc1[nH]c2ccccc2c1-c1nc2ccccc2[nH]1	-1.2	7.8	-0.3	3.8	5.7
18	COc1cc(C(=O)NC2CCN(Cc3nnnn3Cc3ccc(F)cc3)CC2)cc(OC)c1OC	-3.0	3.9	2.6	4.8	-4.9
19	CCOC(=O)c1csc(NC(=O)CN2CCOCC2)n1	-2.5	3.8	-0.1	-0.7	-6.4
20	O=C(CCC(=O)Nc1ccc(Br)cc1)N/N=C/c1ccc(F)cc1	1.2	1.6	-2.2	-2.1	-6.7
21	CC(CC(=O)Nc1nccs1)c1ccccc1 (centres undefined)	-1.1	-2.8	-1.9	-5.3	20.0
22	CCCN(C(=O)CSc1ccccc1C(=O)O)C1CCS(=O)(=O)C1 (centres undefined)	.	1.0	.	2.0	-4.3
23	O=C(COC(=O)c1nc(Cl)ccc1Cl)c1ccc(Cl)s1	-1.3	-3.8	0.2	-5.0	3.4
24	Cc1ccc(S(=O)(=O)NC(C)(C)CN2CCC(Cc3ccccc3)CC2)cc1	-5.0	-3.2	3.4	4.5	6.3

item	GRK2 inh	VLA-4 inh	core dimer inh	PP1 inh
17	0.0	-16.3	-9.6	-2.9
18	3.0	8.5	-1.5	-4.0
19	1.0	6.0	7.7	-3.1
20	1.0	12.4	1.3	-2.3
21	0.0	5.4	-2.1	-3.1
22	0.0	20.9	.	.
23	4.0	-10.6	-0.8	1.4
24	0.0	.	8.2	0.0

# (more compounds)
item	Molecule	CTSL1 counter	procasp3 activ	PP5 inh	proCasp7 act	GASC-1 inh
25	O=C(Nc1ccc(Cl)cc1)c1csc(-c2ccccc2)n1	4.3	-4.1	-0.5	-8.9	11.4
26	O=C(CSc1nc(Nc2ccccc2)nc(N2CCOCC2)n1)N1CCCC1	0.6	1.2	2.7	11.6	-3.1
27	CCc1ccc(S(=O)(=O)N2CCN(Cc3ccco3)CC2)cc1	-1.5	-3.0	2.5	-3.2	0.3
28	CCC(CO)Oc1cc(NCc2ccc(Cl)cc2Cl)c2ncn(C(C)C)c2c1 (centres undefined)	.	-3.4	.	15.3	-5.8
29	CCCn1c(SCC(=O)N2c3ccccc3CC2C)nnc1-c1ccco1 (centres undefined)	-0.2	-8.6	3.6	-0.9	-32.1
30	CC(C(=O)NCC1CCCCC1)N(C)Cc1ccc(Cl)cc1 (centres undefined)	-0.6	-2.4	-0.8	-1.5	-7.4
31	Cc1ccc(-c2nn(C)c(=O)c3ccccc23)cc1CNC(=O)/C=C/c1ccccc1	1.9	3.8	-0.4	-4.7	-8.6
32	Cc1ccc(-c2nn(-c3cc(N4CCNCC4)ccc3[N+](=O)[O-])c(=O)c3ccccc23)cc1	0.0	-10.2	-1.9	-6.6	-3.5

item	GRK2 inh	VLA-4 inh	core dimer inh	PP1 inh
25	0.0	-5.7	1.9	0.2
26	0.0	9.2	-1.4	0.0
27	0.0	5.9	7.9	7.7
28	0.0	-0.4	.	.
29	1.0	-0.7	13.7	-2.6
30	1.0	13.9	5.2	-3.0
31	0.0	-1.4	18.1	12.2
32	0.0	12.1	12.8	5.8

# (cont.)
item	Molecule	CTSL1 counter	procasp3 activ	PP5 inh	proCasp7 act	GASC-1 inh
33	O=C(O)c1ccc2cccnc2n1	-4.3	-5.1	3.5	-7.6	-3.1
34	COc1ccc(S(=O)(=O)N2CCN(C(=S)NC3CCCCC3)CC2)cc1	-1.9	-6.7	0.6	-3.2	-2.7
35	CCC(Sc1ncccc1C(=O)O)C(=O)N1CCCC1 (centres undefined)	-3.5	5.1	3.8	2.9	-0.3
36	NC1(C#Cc2ccc3oc(=O)c(-n4cc(-c5ccsc5)nn4)cc3c2)CCCCC1	.	8.8	-1.6	1.1	-5.3
37	O=C(NC1CCCCC1)c1ccc(CNc2c(N3CCOCC3)c(=O)c2=O)cc1	4.4	6.0	1.3	-1.2	4.7
38	Clc1ccc(-c2ccccc2)cn1	.	6.8	-1.6	5.9	8.2
39	Cc1csc(NC(=O)c2ccccc2O)n1	-1.0	1.1	0.6	-4.7	5.7
40	CCOc1ccc2nc(NC(=O)CSc3nnc(-c4ccncc4)n3CC3CCCO3)sc2c1 (centres undefined)	3.5	9.3	-1.2	3.2	-28.3

item	GRK2 inh	VLA-4 inh	core dimer inh	PP1 inh
33	9.0	-9.5	-10.8	-1.2
34	0.0	7.0	-2.3	4.1
35	0.0	8.2	-1.7	-1.6
36	0.0	22.4	.	2.3
37	0.0	-9.6	-0.9	-0.2
38	0.0	1.9	.	-7.0
39	0.0	10.0	-2.5	-0.9
40	1.0	-10.5	-1.4	1.9

# More records:
item	Molecule	CTSL1 counter	procasp3 activ	PP5 inh	proCasp7 act	GASC-1 inh
41	S=c1[nH]ccn1-c1ccc(Cl)cc1	13.1	-14.6	1.3	-15.5	-20.9
42	CCOc1ccc2c(c1)OC(c1ccc(C)cc1)(C(F)(F)F)NC2=O (centres undefined)	0.9	6.9	5.5	4.9	-1.3
43	O=C(O)c1cc([N+](=O)[O-])cc2c1nnn2O	4.0	-0.4	2.2	-1.5	15.7
44	Cc1nn(Cc2ccc(C(=O)NN)cc2)c(C)c1Cl	-8.0	-3.3	1.4	9.1	2.1
45	CCc1ccc(-c2cc(C)no2)cc1S(=O)(=O)NCc1ccco1	-1.5	0.5	-0.1	-12.3	14.1
46	COc1cc(N2CCOCC2)ncn1	-2.0	0.0	-1.8	2.3	6.7
47	CCCCN1CNC(=S)N(CCc2ccccc2)C1	-3.4	2.3	-0.9	3.9	-15.6
48	Cc1oc(-c2ccc3ccccc3c2)nc1CN(C)C(C)c1ccncn1 (centres undefined)	-2.6	-8.3	1.4	6.0	-1.9

item	GRK2 inh	VLA-4 inh	core dimer inh	PP1 inh
41	0.0	-11.3	7.5	7.0
42	0.0	22.7	0.5	3.8
43	0.0	18.8	-27.2	-5.0
44	1.0	8.4	-3.8	-4.3
45	0.0	6.8	7.0	-2.4
46	3.0	14.5	-6.1	-3.3
47	2.0	-3.9	-1.8	-2.8
48	1.0	-8.3	19.7	0.1

# Just proCasp7 act, for 2 of the compounds above:
cpd	molecule	proCasp7 act
42	CCOc1ccc2c(c1)OC(c1ccc(C)cc1)(C(F)(F)F)NC2=O (centres undefined)	4.9
43	O=C(O)c1cc([N+](=O)[O-])cc2c1nnn2O	-1.5

# Remaining list, next part
item	Molecule	CTSL1 counter	procasp3 activ	PP5 inh	proCasp7 act	GASC-1 inh
49	C[C@@H]1O[C@@H](OC[C@@H]2O[C@H](Oc3c(-c4ccc(O)cc4)oc4cc(O)cc(O)c4c3=O)[C@@H](O)[C@H](O)[C@H]2O)[C@H](O)[C@H](O)[C@H]1O	.	8.0	.	10.3	1.6
50	COc1ccc(-c2cc(=O)n(CCC#N)[nH]2)cc1	-0.6	-3.9	1.9	-2.5	-7.6
51	Cc1ccc(OCCNC(=O)CCC(=O)N2CCOCC2)cc1	-3.6	8.6	-1.7	-0.7	-3.8
52	O=S(=O)(NCCC1=CCCCC1)c1ccc(F)cc1	-1.2	6.1	5.5	4.8	-5.8
53	CCOC(=O)c1nc2ccccc2nc1C	-2.0	0.7	-1.9	1.4	2.4
54	O=C(c1cncs1)N1CCCC(CNS(=O)(=O)c2cccs2)C1 (centres undefined)	-0.6	-6.8	0.9	6.5	4.7

item	GRK2 inh	VLA-4 inh	core dimer inh	PP1 inh
49	0.0	-27.1	.	.
50	1.0	6.9	-1.5	-1.6
51	0.0	-14.9	-2.6	-6.3
52	7.0	9.8	8.5	0.8
53	4.0	7.8	-6.1	-1.2
54	5.0	2.5	-2.3	3.2

# The order is random. About 2.6% of those tested had a hit in this group.
